FLuc inh: inhibitors of firefly luciferase; purified firefly luciferase, luminescence, 8 min; Potency, µM (top dose mostly 57.1 µM), without a hit: top-dose activity change, negative = inhibition, usual class: inhibitors; P08659; actives 2.2% (n = 72,000); note: potency is the fitted concentration of half-maximal effect; % is set by controls: 0 for no effect and ±100 for the full control effect; nearly all actives have a fitted effect of over 40% in size
Target sequence (P08659 whole entry, looked up): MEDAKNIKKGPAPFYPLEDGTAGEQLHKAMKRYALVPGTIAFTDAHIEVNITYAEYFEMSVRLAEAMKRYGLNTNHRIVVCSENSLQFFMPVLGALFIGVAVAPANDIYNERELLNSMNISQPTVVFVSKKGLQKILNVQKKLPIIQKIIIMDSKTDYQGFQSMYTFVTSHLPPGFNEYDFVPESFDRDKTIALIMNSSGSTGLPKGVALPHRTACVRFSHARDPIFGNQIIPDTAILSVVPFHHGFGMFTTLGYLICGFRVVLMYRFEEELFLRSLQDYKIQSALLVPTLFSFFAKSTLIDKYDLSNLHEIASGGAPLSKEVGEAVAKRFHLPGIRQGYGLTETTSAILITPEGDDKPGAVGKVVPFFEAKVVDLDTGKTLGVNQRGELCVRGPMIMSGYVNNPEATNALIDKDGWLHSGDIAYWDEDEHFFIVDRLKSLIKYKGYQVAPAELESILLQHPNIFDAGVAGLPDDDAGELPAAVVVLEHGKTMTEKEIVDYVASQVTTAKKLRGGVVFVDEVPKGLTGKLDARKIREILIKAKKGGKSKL
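Firefly luciferase (PKLight detection mix) with 10 uM ATP in pH 7.2 imidazole buffer (KCl, MgCl2, Tween 20, BSA). Compounds tested across a concentration series (qHTS). Luminescence read after 8 min at ambient temperature.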
Epigenetic mod: epigenetic GFP locus derepression in mouse cells | mouse C127i GFP locus derepression, cytometry, 30 h | Potency, µM (titrated, usually from 46.1 µM), inactives show at the highest dose GFP derepression (activation) | actives 0.09% (n = 68,000) | AID 597; note: % of control where 0% means no effect
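Murine C127i mammary cells carrying a silenced, stably integrated CMV-driven GFP reporter were treated with compound for 30 hours at 37 C. After PBS washes, GFP-positive cells were counted by laser-scanning microplate cytometry.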
Tau fil binding: binds recombinant human tau filaments; P10636; recombinant tau filaments, thioflavin S fluorescence, 15 h; filaments grown with octadecylsulfate alongside compound; Potency, µM (highest dose often 57.1 µM), without a hit: at the top dose activity change, negative = inhibition; actives 2% (n = 71,000);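 note: potency is the fitted concentration of half-maximal effect; % is set by controls: 0 for no effect and ±100 for the full control effect; actives lower thioflavin S fluorescence by blocking filaments or displacing dye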
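Quantitative HTS: thioflavine S signal from ODS-induced tau filaments, excited at 450 nm, emission 510 nm. Conditions: 1 uM tau, 30 uM ODS, 15 h at 37 C, pH 7.4.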
HADH2 inh: HADH2 (human) dehydrogenase inhibition; Q99714; actives 3.4% (n = 73,000); AID 886; recombinant HADH2, NADH fluorescence, beta-hydroxybutyryl-CoA; Potency, µM (top dose mostly 57.1 µM), inactives show at the highest dose activity change, negative = inhibition, most hits filed as inhibitors; note: potency is the fitted concentration of half-maximal effect; % is set by controls: 0 for no effect and ±100 for the full control effect; nearly all actives have a fitted effect of over 60% in size; many of its hits are not listed in these tables
Target sequence (Q99714 whole entry, looked up, one chain of several): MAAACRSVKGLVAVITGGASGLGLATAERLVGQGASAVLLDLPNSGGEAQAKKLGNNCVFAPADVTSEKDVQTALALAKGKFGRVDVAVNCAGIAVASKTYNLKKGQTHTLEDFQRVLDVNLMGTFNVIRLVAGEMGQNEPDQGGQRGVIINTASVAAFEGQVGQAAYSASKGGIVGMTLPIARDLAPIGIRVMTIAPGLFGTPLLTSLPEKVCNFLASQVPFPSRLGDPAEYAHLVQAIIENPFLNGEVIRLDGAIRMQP
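His-tagged recombinant enzyme from E. coli, 20 nM, preincubated 15 min RT with compound; reaction started with 1 mM NAD+ and 90 uM beta-hydroxybutyryl-CoA in 100 mM Tris-HCl pH 9.0. NADH fluorescence (ex 360/em 450) read over 4 min; last-minus-first difference.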
ERK AVP block: vasopressin-driven ERK pathway inhibition; actives 0.99% (n = 72,000); HEK293-V1b, vasopressin-stimulated pERK AlphaScreen; Potency, µM (highest dose often 57.5 µM), without a hit: at the top dose activity, negative = inhibition, usual class: inhibitors; note: potency is the fitted concentration of half-maximal effect; % is set by controls: 0 for no effect and ±100 for the full control effect; nearly all actives have a fitted effect of over 55% in size
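HEK293 cells stably expressing V1b receptor, seeded overnight in 1% FBS, were treated with compounds for 30 min at 37C, then stimulated 5 min with 25 nM vasopressin; phospho-ERK read by AlphaScreen SureFire after lysis.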
Hsp90 Hop PPI: changes Hsp90-Hop TPR2A binding signal, up or down | Potency, µM (highest dose often 57 µM), without a hit: at the top dose activity change, negative = inhibition | actives 0.44% (n = 71,000) | AID 595 | AlphaScreen TPR2A-His6 binding biotin-Hsp90 C-terminal peptide; active = well fitted curve in either direction with a large enough effect; inconclusive = small, poorly fitted or top-dose-only effect, or another doubt; note: potency is the fitted concentration of half-maximal effect; % is set by controls: 0 for no effect and ±100 for the full control effect; many of its hits are not listed in these tables
UbGFP stabilizer: inhibits proteasome, raising ubiquitin-GFP reporter fluorescence; Ubiquitin-GFP reporter cells, proteasome inhibition, GFP fluorescence; response scale: untreated = 0%, 10 µM MG-132 = 100%; Potency, µM (titrated, usually from 45.9 µM), inactives show at the highest dose activation (GFP accumulation), most hits filed as activators; 67,000 tested, under 10 active; active = well fitted activation curve with a large enough effect, not every such curve was filed as active; inconclusive = small, poorly fitted or top-dose-only effect, or another doubt; inactive = no such curve, though single readings can be large or run the other way; note: potency is the fitted concentration of half-maximal effect
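U2OS cells expressing ubiquitin(G76V)-GFP, seeded overnight in 0.5% FBS medium, then treated 4 hr at 37 C across 46 uM to 2.9 nM. GFP-positive cells counted by laser cytometry (488 ex/515 em); %activity scaled between basal and 10 uM MG-132.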
DNA Pol III inh: blocks replication by bacterial DNA polymerase III holoenzyme; Potency, µM (titrated, usually from 57.1 µM), for the others: top-dose activity change, negative = inhibition; actives 0.25% (n = 71,000); reconstituted DNA polymerase III holoenzyme replication, biochemical; note: potency is the fitted concentration of half-maximal effect; % is set by controls: 0 for no effect and ±100 for the full control effect
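Reconstituted *E. coli* holoenzyme (0.35 nM Pol III, 1 nM beta, 154 nM SSB, 2 nM primase) was preincubated with compound for 15 min at RT. Synthesis on 1.4 nM ssM13Gori ran 35 min, then was stopped with PicoGreen/EDTA and read as dsDNA fluorescence.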
CRE-bla Fsk: CRE-bla signaling modulation under forskolin stimulation; CHO CRE-bla reporter (cAMP response element driving beta-lactamase), forskolin EC10, beta-lactamase ratio; Potency, µM (doses to about 38.2 µM), inactives show at the top dose activity change, negative = inhibition, actives largely listed as activators; actives 2.5% (n = 71,000); AID 662; active = well fitted activation curve with a large enough effect in the signal ratio, with a control signal flat, not every such curve was filed as active; inconclusive = small, poorly fitted or top-dose-only effect, or effect the other way, or a change in a side signal; the % refers to the signal ratio; note: potency is the fitted concentration of half-maximal effect; % of control where 0% means no effect
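Using CellSensor CRE-bla CHO cells in Opti-MEM with 0.5% dialyzed FBS, compounds were titrated with EC10 NKH 477 for 3 h at 37 °C. CCF4 ratio (460/530 nm) gave %Activity; AC50 derived.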
ALOX15 inhib: blocks human 15-lipoxygenase activity. P16050. purified 15hLO-1, xylenol orange hydroperoxide absorbance. Potency, µM (series often up to 57.1 µM), inactives show top-dose activity change, negative = inhibition, actives largely listed as inhibitors. actives 1.4% (n = 74,000). AID 887; note: potency is the fitted concentration of half-maximal effect; % is set by controls: 0 for no effect and ±100 for the full control effect; nearly all actives have a fitted effect of over 55% in size
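Quantitative HTS in 25 mM Hepes pH 7.5 containing 0.01% Triton X-100: human 15hLO-1 at 40 nM, arachidonic acid at 50 uM, 6 min turnover. Product quantified via ferrous oxidation/xylenol orange, 573:405 nm absorbance ratio.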
HBB splice mod: modulators of hemoglobin beta chain splicing. HBB splicing reporter cell assay, activation; EGFP reporter with mutant IVS2-654 intron; response scale: normalised to 500 nM splice-correcting PNA. Potency, µM (top dose mostly 46.1 µM), for inactives: top-dose activation, usual class: activators. actives 0.06% (n = 65,000). AID 925; note: potency is the fitted concentration of half-maximal effect; 0% is about no effect
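Compounds were applied for 2 days to HeLa EGFP-654 cells, 500/well in Optimem with 2% FCS. The reporter's EGFP is disrupted by mis-splicing of beta-globin intron IVS2-654. Readout: summed well GFP fluorescence from 488 nm laser scanning; reference was 500 nM antisense […] 654 PNA.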
* = called active by the depositor; u = inconclusive; x = not tested or not shown; & = joins results of further samples; ! = repeats disagree; [ ] = another dose, or the depositor's remark. Unless noted, calls come from the whole dose curve; as a rule, active = well fitted curve in the direction sought with a large enough effect; inconclusive = small, poorly fitted or top-dose-only effect, or another doubt; inactive = no such curve, though single readings can be large; an effect the other way counts as inactive or inconclusive. The list is partial, so the mix of outcomes need not match the whole.

Values run as follows: FLuc inh, Epigenetic mod, Tau fil binding, HADH2 inh, ERK AVP block, Hsp90 Hop PPI, UbGFP stabilizer, DNA Pol III inh, CRE-bla Fsk, ALOX15 inhib, HBB splice mod
COc1c2c(cc3c1OCO3)CCN(C)C2
    8%[25.5 µM], -2%[20.6 µM], -2%[25.6 µM], 8%[25.6 µM], 6%[25.7 µM], -2%[26 µM], 3%[20.5 µM], 2%[25.6 µM], -7%[17.1 µM], 15%[25.6 µM], 1.0%[20.6 µM]
CCCOc1ccc2[nH]cc(C3=CCNCC3)c2n1
    13µM*, -1%, u, u, 12%, -6%, -6%, -3%, -3%, u, x
Clc1ccc(Cl)c(Cl)c1
    x, x, -1%, -4%, 1%, -2%, x, -4%, -9%, 2%, -0.3%
Cc1ccc2c(c1)CNc1ccccc1O2
    -2%, 0%, -20%, 5%, 18%, 1%, -3%, -7%, 2%, 8%, x
c1ccc(CCN2CCOCC2)nc1
    -1%[11.4 µM], -3%[9.22 µM], 14%[11.4 µM], 3%[11.4 µM], 2%[11.5 µM], -3%[11 µM], -5%[9.17 µM], -14%[11.4 µM], 3%[7.6 µM], 3%[11.4 µM], -2.9%[9.22 µM]
CCOS(C)(=O)=O
    x, x, -9%, -2%, 4%, -3%, x, -2%, -13%, 0%, 1.3%
O=c1[nH]c(=O)n(-c2ccc(F)cc2)c(O)c1C=Nc1ccccc1N1CCCC1
    1%, 0%, -10%, 13%, -6%, -3%, x, -9%, -5%, -5%, 1.4%[0.369 µM]
O=[N+]([O-])c1ccc(Cl)cc1
    x, x, 7%, 5%, -1%, -4%, x, -2%, -1%, -2%, 0.8%
O=C(Cl)/C=C/C(=O)Cl
    x, x, -5%, 2%, -5%, 1%, x, 1%, -11%, -10%, 0.7%
CN1CCc2cc3c(cc2[C@@H]1[C@H]1OC(=O)c2c1ccc1c2OCO1)OCO3
    -2%&3%[11.4 µM], -2%&-5%[9.22 µM], u, -7%&7%, x, -4%&-3%, 0%&2%, -4%&-7%, -6%&1%, x, x
Cc1noc(C)c1CSc1nc2cc(S(=O)(=O)N3CCOCC3)ccc2o1
    1%, -1%, -3%, u, 24%, 0%, -2%, -1%, -6%, u, -0.1%
Cc1cc(C)cc(OP(=O)(Oc2cc(C)cc(C)c2)Oc2cc(C)cc(C)c2)c1
    x, x, -12%, -12%, 46%[activator], u, x, -16%, -3%, -12%, -0.1%
C=CCn1c(O)c(C(C)=Nc2ccc(N(C)C)cc2)c(=O)[nH]c1=O
    2%, -2%, -19%, -15%, 13µM*, -7%, 9%, 0%, u, -20%, 5.3%[1.84 µM]
CCn1nc(-c2ccccc2)nc2c(=O)n(C)c(=O)nc1-2
    6%, -1%, 80%, -11%, 15%, 1.3µM*, -2%, 0%, u, -12%, -0.2%[57.5 µM]
c1ccc(CN2CC[C@@]3(CCCNC3)C2)cc1
    0%[11.4 µM], 0%[9.22 µM], 8%, -3%, 7%, 0%, 0%, -6%, -3%, 9%, 1.7%
CC(Oc1ccc(-c2ccccc2)cc1)C(=O)O (stereo not given)
    3%, -1%, -3%, 5%, 15%, 2%, 3%, 0%, u, 14%, -0.2%
COc1cccc(Oc2c(C)oc3cc(OC(=O)N(C)C)ccc3c2=O)c1
    5%, 10%, -6%, u, -13%, -3%, -2%, -2%, -11%, -1%, 6.7%
BrCC(Br)(Br)Br
    x, x, -10%, -5%, 11%, -3%, x, -5%, -7%, -1%, 1.0%
CO[C@@H](C)[C@](O)(C(=O)OC1=CCN2CC[C@H](O)[C@H]12)C(C)C
    1%[11.4 µM], -5%[9.22 µM], u, 10%, x, -7%, 0%, -2%, 12%, x, x
CN(C)c1ccc(N=Cc2c(O)n(CCC3=CCCCC3)c(=O)[nH]c2=O)cc1
    1%, 16%, 51%, -3%, 0%, -3%, x, 1%, u, 3%, 2.5%[1.84 µM]

No new results follow: entries from further up.
Values run as follows: FLuc inh, Epigenetic mod, Tau fil binding, HADH2 inh, ERK AVP block, Hsp90 Hop PPI, UbGFP stabilizer, DNA Pol III inh, CRE-bla Fsk, ALOX15 inhib, HBB splice mod
COc1c2c(cc3c1OCO3)CCN(C)C2
    8%[25.5 µM], -2%[20.6 µM], -2%[25.6 µM], 8%[25.6 µM], 6%[25.7 µM], -2%[26 µM], 3%[20.5 µM], 2%[25.6 µM], -7%[17.1 µM], 15%[25.6 µM], 1.0%[20.6 µM]
CCCOc1ccc2[nH]cc(C3=CCNCC3)c2n1
    13µM*, -1%, u, u, 12%, -6%, -6%, -3%, -3%, u, x

Going on with the list:
Values run as follows: FLuc inh, Epigenetic mod, Tau fil binding, HADH2 inh, ERK AVP block, Hsp90 Hop PPI, UbGFP stabilizer, DNA Pol III inh, CRE-bla Fsk, ALOX15 inhib, HBB splice mod
CC1=CC(=O)NP(=O)(Oc2ccc3ccccc3c2)N1 (stereo not given)
    -3%, 2%, -4%, -12%, -3%, -2%, -2%, -2%, -2%, 13µM*, 0.1%[57.5 µM]
CN1C(=O)C(C2(C#N)CCCCC2)C(=O)N(C)C1=O
    1%, -4%, -6%, 4%, -13%, 4%, 8%, -6%, -3%, -16%, 1.6%
CCC(=Nc1ccccc1NC(C)=O)c1c(O)n(C)c(=O)n(C)c1=O
    3%, 0%, 4%, -13%, 4%, -1%, -1%, -5%, -8%, 1%, 2.9%[0.369 µM]
COc1cc2c(cc1O)C[C@H]1c3c(cc(O)c(OC)c3-2)CCN1C
    2%[11.4 µM], 0%[9.22 µM], 40µM*!, 32µM*, 21%[25.7 µM], -4%, 1%, -5%, -12%, -15%[25.6 µM], 0.8%[20.6 µM]
COc1ccc(-c2nnc3sc(C4CCCCC4)nn23)cc1OC
    5%, 0%, 20%, -11%, u, 0%, -3%, -3%, u, -2%, 3.5%[0.369 µM]
CCCC1=C(C(=O)OCC)C2(C(=O)Nc3ccc(C)cc32)C(C#N)=C(N)O1 (stereo not given)
    3%, 2%, -7%, -4%, 10%, u, -8%, -1%, -10%, -5%, x
CCOC(=O)c1c(N)n(CCN2CCCCC2)c2nc3ccccc3nc12
    2%, 5%, 0%, u, -11%, -1%, -1%, -13%, 16%, 4%, 0.0%[57.5 µM]
O=C(CSc1ccccc1)N1CCC2(CC1)OCCO2
    3%, 2%, 18%, 25µM*, u, -7%, -5%, 0%, 13µM*, 8%, -1.1%
CCN(CC)C(=O)c1ccc(N2C(=O)C3CC=C(Cl)CC3C2=O)cc1 (stereo not given)
    -6%, -2%, 8%, 5%, -11%, 0%, -3%, 2%, 5%, 1%, 0.7%
COc1cc2ccccc2c2cc([N+](=O)[O-])oc12
    0%[11.4 µM], -1%[9.22 µM], -17%[11.4 µM], -3%[11.4 µM], -19%[11.5 µM], -10%[11 µM], 9%[9.17 µM], -8%[11.4 µM], u, -4%[11.4 µM], 2.3%[9.22 µM]
CN1CCc2cccc(Cl)c2CC1
    -2%, -2%, 7%, -10%, 11%, -2%, -8%, -3%, -4%, -5%, -0.9%

Part of the list above, tab-delimited:
smiles	FLuc inh	Epigenetic mod	Tau fil binding	HADH2 inh	ERK AVP block	Hsp90 Hop PPI	UbGFP stabilizer	DNA Pol III inh	CRE-bla Fsk	ALOX15 inhib	HBB splice mod
COc1cc2ccccc2c2cc([N+](=O)[O-])oc12	0%[11.4 µM]	-1%[9.22 µM]	-17%[11.4 µM]	-3%[11.4 µM]	-19%[11.5 µM]	-10%[11 µM]	9%[9.17 µM]	-8%[11.4 µM]	u	-4%[11.4 µM]	2.3%[9.22 µM]
CN1CCc2cccc(Cl)c2CC1	-2%	-2%	7%	-10%	11%	-2%	-8%	-3%	-4%	-5%	-0.9%
